# Screening data from PubChem.
# Dicer processing: inhibitors of Dicer pre-microRNA processing, primary screen, biochemical, cat-ELCCA, chemiluminescence. Endoribonuclease Dicer (Homo sapiens), Q9UPY3. cat-ELCCA pre-miR-21 Dicer processing; active compounds read high. z-score at 25 µM. 47,000 tested, 6% active. AID 1347074, 2019; in the data active means z-score above about 3, passing the limit was not always enough;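 further: plate controls were vehicle for no effect and no enzyme for full effect; higher signal means more uncleaved substrate so more Dicer inhibition; strong numbers were not always called active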
# An asterisk follows results filed as active; ! = not active in a repeat.
Compound,Dicer processing
CC1=C(C(=O)Nc2cccc(C)n2)C(c2ccc3c(c2)OCO3)C2=C(CC(C)(C)CC2=O)N1 (configuration not stated),2.3
O=C(O)CCCNc1n[nH]c(=O)[nH]c1=O,2.4
Cn1c(=O)c2c(nc(CN3CCOCC3)n2CCN2CCOCC2)n(C)c1=O,-1.5
CNC(=S)N/N=C(/N)c1ccccn1,4.3*
NNC(=O)c1cc2ncc(C(F)(F)F)cc2s1,0.48
Cc1occc1-c1nnc(SCC(=O)c2ccc(F)cc2)o1,-2.4
CCC(C(=O)NNC(=O)c1ccccc1N)c1ccccc1 (configuration not stated),0.69
S=C(Nc1cc(Cl)c(Cl)cc1Cl)NC(c1ccccc1)c1ccccc1,1.9
Cc1cccc(NC2=NC(c3ccccc3)n3c(nc(C)cc3=O)N2)c1 (configuration not stated),-1
Cc1cccc(Cn2nc(C(C)(C)C)cc2-c2nnc(SCC(=O)Nc3ccccc3Cl)o2)c1,2.3
COc1cc2c(cc1OC)C(C)N(S(C)(=O)=O)CC2 (configuration not stated),-0.3
CCN(CC)CCOCCOC(=O)C1(c2ccccc2)CCCC1,0.48
CC(=O)c1ccc(Cl)c(-n2cccc2)c1,-0.21
O=C(NC(=S)N1CCCCC1)c1ccccc1,1.4
CCOC(=O)c1sc(-c2ccccc2)nc1CSc1nnc(SCC2CC2)s1,0.15
Cc1ccc(S(=O)(=O)Oc2cc(=O)n(C)c3ccccc23)cc1,-0.45
O=C1CCCc2c1[nH]c1ccc(-c3ccccc3)cc21,2.3
CCOC(=O)c1ccc(NC2SC(=O)NC2=O)cc1 (configuration not stated),-1.2
CC1=NN(c2cccc(Cl)c2)C(=O)C1,-1.9
COc1cccc(C2Oc3ccccc3C3CC(c4ccccc4O)=NN32)c1OC (configuration not stated),6.1
Cc1noc(C)c1C(=O)N=C(N)C12CC3CC(CC(C3)C1)C2,0.43
COc1ccc(CN(C)CCc2ccccn2)cc1OCc1ccccc1,-0.47
C(=C\N1CCCCCC1)/c1nnnn1-c1ccc(-c2ccccc2)cc1,0.04
CCCCC(=O)N(c1ccc2oc(=O)sc2c1)S(=O)(=O)c1ccc(OC)cc1,2.4
CCOC(=O)c1cc(C#N)c(Sc2n[nH]c(-c3cc(Cl)cc(Cl)c3)n2)nc1C(F)(F)F,-0.27
Fc1ccc(-c2cn3cccnc3n2)cc1,2.6
NC(=O)c1cc[n+](CC2=C(C(=O)O)N3C(=O)[C@@H](NC(=O)[C@@H](c4ccccc4)S(=O)(=O)[O-])[C@H]3SC2)cc1,3.7*!
COc1ccccc1C1C2=C(CC(C)(C)CC2=O)Nc2[nH]c(=O)[nH]c(=O)c21 (configuration not stated),-2.6
CCC(C)NC(=O)CN1C(=O)c2ccccc2S1(=O)=O (configuration not stated),0.07
COc1cccc(C2Oc3ccccc3C3CC(c4ccccc4O)=NN32)c1 (configuration not stated),3.8

# Gathered by group: the compounds so far containing a carbonyl joined to an NH by a bond outside any ring (seven)
Compound,Dicer processing
CC1=C(C(=O)Nc2cccc(C)n2)C(c2ccc3c(c2)OCO3)C2=C(CC(C)(C)CC2=O)N1 (configuration not stated),2.3
NNC(=O)c1cc2ncc(C(F)(F)F)cc2s1,0.48
CCC(C(=O)NNC(=O)c1ccccc1N)c1ccccc1 (configuration not stated),0.69
Cc1cccc(Cn2nc(C(C)(C)C)cc2-c2nnc(SCC(=O)Nc3ccccc3Cl)o2)c1,2.3
O=C(NC(=S)N1CCCCC1)c1ccccc1,1.4
NC(=O)c1cc[n+](CC2=C(C(=O)O)N3C(=O)[C@@H](NC(=O)[C@@H](c4ccccc4)S(=O)(=O)[O-])[C@H]3SC2)cc1,3.7*!
CCC(C)NC(=O)CN1C(=O)c2ccccc2S1(=O)=O (configuration not stated),0.07

# The list continues.
Compound,Dicer processing
C=CCSC1=C(C#N)C(c2ccccc2Cl)CC(=O)N1 (configuration not stated),0.87
O=C1CSCC(=O)N1c1ncc(C(F)(F)F)cc1Cl,11
CC(C)(C)c1ccc(C(=O)Nc2cnc3ccccn3c2=O)cc1,0.61
C/C(=N\NC(N)=S)c1cc2cc(Cl)ccc2o1,0.1
O=C(Nc1c(Cl)cc(Cl)cc1Cl)NC1CCN(c2nccc(C(F)(F)F)n2)CC1,-0.42
Cc1ncc([N+](=O)[O-])n1CC(C)O (configuration not stated),0.47
O=C1c2ccccc2C(=O)N1c1nc(-c2ccc(Cl)cc2)cs1,1.1
O=C(Nc1ccc(-c2nc3cc(NC(=O)c4cccnc4)ccc3o2)cc1)c1cccnc1,0.95
Cc1c(C)n(CC(O)CNC2CCCCC2)c2ccccc12 (configuration not stated),0.37
N/C(=N/OC(=O)Nc1cccc(C(F)(F)F)c1)C1COc2ccccc2O1 (configuration not stated),-0.96
N#Cc1cnc(Sc2nnc(-c3ccncc3)o2)nc1N,-1.7
O=C(Nc1ccccc1)c1ccc2ncccc2c1,2
COC(=O)NNc1cc(C(F)(F)F)ccn1,-0.24
O=C(Cn1c(-c2cncs2)nc2ccccc21)Nc1ccc2c(c1)OCCO2,4.2*
COC(=O)n1c(=O)oc2ccc(S(=O)(=O)N3CCCCC3)cc21,0.34
O=c1oc(-c2cccs2)nc2scc(-c3ccccc3)c12,0.79
C=CCOC(=O)[C@@H](N)Cc1ccc(O)cc1,-8.5
Cn1nc(C(F)(F)F)cc1-c1ccc(NC(=O)Nc2cccc(C(F)(F)F)c2)s1,13
CC(=O)CSc1nc(Nc2ccccc2)c2cnn(-c3ccccc3)c2n1,1.7
O=C(CSc1n[nH]c(-c2ccccc2)n1)Nc1ccc(Br)cn1,1
Cc1cc(C)n(-c2nc(-c3ccc(Br)cc3)cs2)n1,1
CC(C)=Cc1nc2cccc(F)c2c(=O)o1,0.25
Cc1ccccc1NC(=O)Nc1cc2ccccc2s1,-0.29
O=C1CCCc2[nH]c(=O)cc(C(F)(F)F)c21,0.87
O=C1CC(c2cccs2)CC2=C1C(c1cccc(O)c1)Nc1ccccc1N2 (configuration not stated),3.2*
CN(C)c1ccc(NC(=O)CC2Sc3ccccc3NC2=O)cc1 (configuration not stated),-0.08
COc1cccc2c1NC(C(=O)O)C1CC=CC21 (configuration not stated),2.6
Cc1ccc(N2C(=O)C3C4C=CC(CC4)C3C2=O)c(Br)c1 (configuration not stated),1.3
CCCCOc1ccc(-c2nnc(N)s2)cc1,2.7
Cc1cc(C)c2c(c1)-c1cc(C)nn1C(c1sccc1C)N2 (configuration not stated),0.02
CCOC(=O)C(=C/C=C(/c1ccccc1)N(C)C)C(=O)OCC,0.6
O=C(OCCSc1ncccc1[N+](=O)[O-])c1cccc(Cl)c1,-1.3
Cc1cc(-c2noc(COc3cccc(Cl)c3)n2)c2ccccc2n1,-0.29
OC(CSc1nncn1-c1ccccc1)C(F)(F)F (configuration not stated),1.7
CCOC(=O)N1CCC(NS(=O)(=O)c2ccc(Cl)s2)CC1,-0.17
CCCc1cnc(N2CCN(S(=O)(=O)c3sc4ccc(Cl)cc4c3C)CC2)nc1,-1.1
Cn1c(=O)c2c(ncn2Cc2ccc(Cl)cc2)n(C)c1=O,-0.04
N#CC(=C1SCCCS1)S(=O)(=O)c1ccc(Cl)cc1,0.06
CC(C)(C)NC(=O)N1c2ccccc2Sc2ccccc21,1.7
COC(=O)c1scc(C)c1NC(=S)OC,2
CCCN1C(=O)C(=O)c2cc(C)ccc21,0.55
Cc1cc(C)c2c3c1C1C=CCC1CN3C(C(=O)O)C1CC=CC21 (configuration not stated),-2
Clc1cc(Cl)c(Nc2nc3c(s2)Cc2ccccc2-3)cc1Cl,-0.73
c1ccc2sc(NC3=NCN(Cc4ccc5c(c4)OCO5)CN3)nc2c1,2.8
FC(F)(F)c1cc(Nc2ncc(-c3ccc4c(c3)OCCCO4)s2)cc(C(F)(F)F)c1,-1.3
CCN(CC)c1ncnc2c1sc1nc(C)c3c(c12)CC(C)(C)OC3,-0.79
COc1ccc(C(=O)COc2nc(-c3cccs3)cc(C(F)(F)F)c2C#N)cc1,-2
CCOC(=O)C(C#N)C1(c2c(C)[nH]n(-c3ccccc3)c2=O)C(=O)N(c2ccccc2)N=C1C (configuration not stated),-2.6
CCc1nc(C)cn1S(=O)(=O)c1cc(C)c(OC)cc1C,0.26
CC#CCCCC(=O)Nc1nc2ccc(OC)cc2s1,-5.5
Cc1ccc(C(=O)CSc2ccc(C(F)(F)F)cn2)cc1,-0.86
O=C(NCc1ccccc1)C1Sc2nnc(-c3ccccc3)n2NC1c1ccc(Cl)cc1 (configuration not stated),0.52
Cc1ccc2oc(-c3ccc(C(C)C)cc3)c(O)c(=O)c2c1,-1.4
O=C1C2C(c3ccccc3)OC3(C(=O)c4ccccc4C3=O)C2C(=O)N1c1ccccc1Cl (configuration not stated),-1.4
COc1ccc(N/C=C2\C(=O)c3c(sc(C)c3C)N(C)S2(=O)=O)cc1,-0.49
N#Cc1nn(-c2ccccc2)c(=O)n(Cc2ccc(Cl)cc2)c1=O,-0.08
COCc1cc(=O)n2[nH]cc(-c3ccc(Cl)cc3)c2n1,0.35
CCOC(=O)C1=NN(c2ccccc2)/C(=C2\C(=O)N(c3ccccc3)N=C2c2ccccc2)S1,0.29
CCOc1ccc2nc(NC(=O)CSc3nc(SC)ns3)sc2c1,-0.44
C=CCn1c(C)nc2c(cnn2-c2ccccc2)c1=O,-0.36

# (list continues)
Compound,Dicer processing
O=C(CC1Sc2ccccc2NC1=O)Nc1ccc(Cl)cc1 (configuration not stated),-0.08
O=C(O)c1c(N2CCCCC2)ccc([N+](=O)[O-])c1N1CCCCC1,-0.06
COCCCN=C1NC(=O)C(CC(=O)Nc2ccc(Cl)cc2)S1 (configuration not stated),0.32
COc1ccc(-c2noc(COc3ccc4c(c3)CCCC4)n2)cc1,2.2
N[C@H](CO)C(=O)O,0.84
COc1cccc(C2C(C(=O)OC(C)C)=C(C)NC3=C2C(=O)CC(C)(C)C3)c1OC (configuration not stated),0.09
CC(=O)Nc1cccc(-n2nnc(SCC(N)=O)n2)c1,1.5
Cc1ccc2c(C)nc(Nc3ncc4c(n3)CCCC4=O)nc2c1,-0.01
N/C(=N\NS(=O)(=O)c1ccccc1)c1cnccn1,-1.2
COC(=O)c1ccc(C2Nc3ccccc3NC3=C2C(=O)CC(C)(C)C3)cc1 (configuration not stated),-0.32
O=C(O)c1nc(-c2ccccc2)n(-c2ccccc2)n1,5.4*
COc1ccc2c(=O)cc(-c3cc(Br)cc4c3OCOC4)oc2c1,2.3
CCOC(=O)c1cc2n(n1)C(C(F)(F)F)CC(c1ccccc1)N2 (configuration not stated),2.8
CCOC(=O)CNC(=O)CC(=O)OCC,1.1
CNc1ncnc2c1ncn2[C@@H]1O[C@H](CO)[C@@H](O)[C@H]1O,1.9
CC(Oc1ccccc1-c1ccccc1)c1n[nH]c(=S)n1C (configuration not stated),2.9
Cc1nn(-c2ccc(F)cc2F)c(=O)c2noc(C)c12,-0.64
CCOC(=O)c1cnn(-c2ccccc2)c1NC(=O)CN1CCOCC1,0.11
COc1cc(CNCCSc2nnnn2C)ccc1OCc1ccccc1F,0.62
CC(C)(C)OC(=O)NCC(=O)NNC(=S)Nc1ccccc1,-0.45
COc1ccc(OCC(O)CNC(C)C)cc1 (configuration not stated),0.45
Clc1ccccc1-n1ncnc1-c1ccc(Br)cc1,-0.53
c1ccc(-c2csc3ncn4nnnc4c23)cc1,-1.1
COc1ccc(S(=O)(=O)NC(C)c2ccccc2)cc1-c1nnc2c3ccccc3c(C)nn12 (configuration not stated),1.8
Cc1ccc(=O)n(Cc2ccc(Cl)c(Cl)c2)n1,3.1
CCOC(=O)c1sc(N/N=C2\CCCc3ccccc32)nc1C,-1.8
Cc1c2n(c3ccccc13)CC/C2=N\Nc1ccc(Cl)cc1Cl,0.93
Cc1ccc(/C(O)=C2/C(=O)C(=O)N(CC(C)O)C2c2ccccn2)cc1 (configuration not stated),-0.57
N#CC1=C(N)Oc2n[nH]c(-c3ccc4c(c3)OCO4)c2C1c1cccc(O)c1 (configuration not stated),-9
O=C(OCc1ccccc1)c1sc2ccccc2c1Cl,-0.41

# Pulled one by one from above, 4 records:
Compound,Dicer processing
CCOC(=O)c1cnn(-c2ccccc2)c1NC(=O)CN1CCOCC1,0.11
Cc1c2n(c3ccccc13)CC/C2=N\Nc1ccc(Cl)cc1Cl,0.93
Cc1ccc(/C(O)=C2/C(=O)C(=O)N(CC(C)O)C2c2ccccn2)cc1 (configuration not stated),-0.57
COCCCN=C1NC(=O)C(CC(=O)Nc2ccc(Cl)cc2)S1 (configuration not stated),0.32

# Other records follow.
Compound,Dicer processing
O=C(O)c1cccc2cccc(S(=O)c3cccc4cccc(CO)c34)c12 (configuration not stated),-0.7
CCOc1ccc(OCc2ccc(C(=O)NC(C)(C)C)o2)cc1,3.4*
Cc1ccnc(NC(=O)CSc2nnc3c4ccccc4n(C)c3n2)c1,1.1
O=C(Cn1cc(C(=O)C2CCCCC2)c2ccccc21)NC1CCCC1,-0.68
Cc1ccc(Cl)c2c1NC(=O)C2(O)CC(=O)c1ccccc1O (configuration not stated),-1.2
CNC(=S)N/N=C/c1ccc(OC)c(Br)c1,1.2
CS/C(N)=N/N=C/c1ccc2c(c1)OCO2,-0.38
CC(=O)NC(Nc1cccc(C(F)(F)F)c1)(C(F)(F)F)C(F)(F)F,1.1
Cc1ccc(Sc2c(Sc3ccc(C)cc3)c(=O)c2=O)cc1,-2.3
CC(C)CC(C)c1cc(N)nc2nc3ccccc3n12 (configuration not stated),1.8
O=C(NCCC(O)C(=O)O)OCc1ccccc1 (configuration not stated),-1.4
Cn1c(=O)n(C)c2cc(S(=O)(=O)NCc3ccco3)ccc21,-0.12
CC(C)(C)C(=O)OCC(=O)c1ccc(C(F)(F)F)cc1,0.6
CCOc1ccc(CNCCSc2nnnn2C)cc1,0.5

# Some of the compounds tested (hit frequency here may not be typical).
